BRCA1 expr up: qHTS Assay to Identify Small Molecule Activators of BRCA1 Expression; 380,000 tested, 1.1% active; AID 624202, 2012; Potency, µM (doses to about 46.1 µM), for inactives: at the top dose activation, most hits filed as activators; MCF7-BRCA1-FFLuc reporter, luminescence, 48 h; response scale: scaled: vehicle 0%, 10 µM genistein 100%; further: potency means the concentration at half of the fitted maximal effect; nearly all actives have a fitted effect of over 80% in size; some results filed as inactive show a strong effect at the top dose
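MCF7-BRCA1-FFLuc, 2000 cells/well; 2 h attach, 37 °C/5% CO2; compound 48 h; luciferase substrate 15 min; luminescence end-point. Norm. to genistein 10 microM max activation and DMSO; concentration-response curves fitted.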
A-T KAP1 phos: qHTS Assay for Identifying a Potential Treatment of Ataxia-Telangiectasia | 320,000 tested, 0.19% active | Potency, µM (doses to about 57.5 µM), inactives show at the top dose activation, usual class: activators | […] A-T fibroblasts, KAP-1 phosphorylation AlphaLISA; neocarzinostatin DNA damage 30 min before lysis; further: potency means the concentration at half of the fitted maximal effect; % of control where 0% means no effect; nearly all actives have a fitted effect of over 45% in size
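hTERT-immortalized A-T patient fibroblasts ([…]), 500 cells/well in OPTI-MEM, 1% FBS, got compounds for 60 min, then NCS for 30 min at 37C. Lysates were then assayed for phospho-KAP-1 by AlphaLISA (anti-pKAP1 donor, anti-KAP1 acceptor beads), 6 hr at 25C.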
MLL CXXC-DNA inh: qHTS Fluorescence Polarization Assay for Inhibitors of MLL CXXC domain - DNA interaction | Histone-lysine N-methyltransferase 2A (Homo sapiens), Q03164 | MLL-CXXC / FITC-HOXA9 DNA fluorescence polarization | Potency, µM (series often up to 115 µM), inactives show at the top dose activity change, negative = inhibition, usual class: inhibitors | 290,000 tested, 0.037% active | AID 2662, 2010; active means well fitted inhibition curve with a large enough effect in the polarisation, with a control signal flat, not every such curve was filed as active; inconclusive means small, poorly fitted or top-dose-only effect, or effect the other way, or a change in a side signal; inactive means no such curve, though single readings can be large or run the other way; the % refers to the polarisation; further: potency means the concentration at half of the fitted maximal effect
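Steps: dispense CXXC domain solution (7 uM) → pin compounds or unlabeled HOX-A9 DNA control → 5 min ambient → add FLSN-HOX-A9 solution (50 nM) → spin → 30 min ambient → fluorescence polarization. Tris pH 7.5/NaCl/DTT/BSA buffer.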
p53 reactivation: qHTS assay for re-activators of p53 using a Luc reporter; H1299 p53-A138V BP100-luciferase reporter, luminescence, 24 h; Potency, µM (doses to about 92.2 µM), for the others: at the highest dose activity change, positive = activation, actives largely listed as activators; 320,000 tested, 0.063% active; further: potency means the concentration at half of the fitted maximal effect; % of control where 0% means no effect; nearly all actives have a fitted effect of over 45% in size
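H1299 (p53-null), stable ts p53-A138V + BP100-Luc; 1000 cells/well, Opti-MEM/10% FBS; cpd 4 pt, 1:5; 24 h, 37 deg C, 5% CO2; detection reagent 10 min RT; luminescence.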
a7 integrin act: qHTS for Activators of Integrin-Mediated Alleviation for Muscular Dystrophy; 350,000 tested, 0.064% active; alpha7betagal myoblasts, beta-gal FDG fluorescence, 48 h; Potency, µM (series often up to 38.3 µM), without a hit: at the top dose activation, hits mostly activators;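 further: potency means the concentration at half of the fitted maximal effect; 100% = response of the positive control SU9516; nearly all actives have a fitted effect of over 60% in size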
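alpha7betagal+/- myoblasts (passage 13, 250/well) treated 48 h at 37C with compounds at 1:260 dilution of DMSO stock. Lysed, then beta-galactosidase activity read as FDG fluorescence (ex 480/em 540) after 30 min, with pre-read for autofluorescence.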
PTAP TSG101 blk: qHTS Assay for Iinhibitors of HIV-1 Budding by Blocking the Interaction of PTAP/TSG101; Tumor susceptibility gene 101 protein (Homo sapiens), Q99816; Fluorescence polarization, FITC-PTAP peptide / Tsg101 binding; Potency, µM (top dose mostly 115 µM), inactives show at the top dose activity change, negative = inhibition, hits mostly inhibitors; 340,000 tested, under 10 active; AID 493005, 2010; active means well fitted inhibition curve with a large enough effect in the main read-out, with a control signal flat, not every such curve was filed as active; inconclusive means small, poorly fitted or top-dose-only effect, or effect the other way, or a change in a side signal; inactive means no such curve, though single readings can be large or run the other way; further: potency means the concentration at half of the fitted maximal effect; % of control where 0% means no effect
Target sequence (Q99816 whole entry, looked up): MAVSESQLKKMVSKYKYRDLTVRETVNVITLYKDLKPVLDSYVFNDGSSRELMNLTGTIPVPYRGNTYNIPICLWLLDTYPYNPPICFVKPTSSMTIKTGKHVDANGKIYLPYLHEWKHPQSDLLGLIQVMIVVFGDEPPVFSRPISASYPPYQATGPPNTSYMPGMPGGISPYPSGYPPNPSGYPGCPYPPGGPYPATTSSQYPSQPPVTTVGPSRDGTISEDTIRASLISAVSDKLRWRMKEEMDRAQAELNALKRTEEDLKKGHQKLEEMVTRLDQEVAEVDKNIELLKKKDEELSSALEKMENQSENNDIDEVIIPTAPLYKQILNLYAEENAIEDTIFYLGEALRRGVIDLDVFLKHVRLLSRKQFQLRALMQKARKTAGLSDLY
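Steps: Tsg101 binding domain dispensed (10 uM final), compounds pinned in DMSO, FITC-labeled PTAP-motif peptide added (50 nM final); after 20 min binding at room temperature, polarization measured.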
B2AR arrestin: qHTS assay of beta-arrestin-biased ligands of beta2-adrenergic receptor; Beta-2 adrenergic receptor (Homo sapiens), P07550; beta-arrestin recruitment to beta2AR, cell-based reporter; Potency, µM (doses to about 46.1 µM), for the others: top-dose activation, most hits filed as activators; 330,000 tested, 0.02% active; AID 492947, 2010;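 further: potency means the concentration at half of the fitted maximal effect; 0% = DMSO controls and full agonism = EC100 isoproterenol or metaproterenol; nearly all actives have a fitted effect of over 65% in size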
Target sequence (P07550 whole entry, looked up): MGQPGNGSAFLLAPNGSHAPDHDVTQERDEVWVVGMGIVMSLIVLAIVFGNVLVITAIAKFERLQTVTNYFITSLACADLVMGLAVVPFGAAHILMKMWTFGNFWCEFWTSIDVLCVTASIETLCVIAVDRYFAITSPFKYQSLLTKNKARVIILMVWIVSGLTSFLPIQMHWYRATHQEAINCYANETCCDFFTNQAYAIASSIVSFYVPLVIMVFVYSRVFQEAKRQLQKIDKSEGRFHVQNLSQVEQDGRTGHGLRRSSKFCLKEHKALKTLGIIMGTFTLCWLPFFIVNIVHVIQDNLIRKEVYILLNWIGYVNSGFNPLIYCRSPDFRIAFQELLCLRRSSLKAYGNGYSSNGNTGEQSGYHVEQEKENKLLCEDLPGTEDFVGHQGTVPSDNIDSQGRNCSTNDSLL
TRPV1 ag: HTS Assay for Compounds that Act as Agonists of the Vanilloid Receptor 1. Transient receptor potential cation channel subfamily V member 1 (Homo sapiens), Q8NER1. TRPV1-expressing cells, Fluo-8 calcium influx, agonist mode. activation, % at 8.33 µM. 320,000 tested, 0.19% active. AID 540275, 2011; in the data active means activation above about 80%; inconclusive means between about 30% and that limit; further: 0% is about no effect
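Fluo-8 calcium influx in TRPV1-expressing cells, kinetic read (ex 480/em 520 nm). Compound added and read 3 min for agonist activity, followed by capsaicin at EC20 final and 2 min further read for enhancement.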
TCR activator: Activators of T cell receptors: qHTS campaign | Potency, µM (doses to about 9.22 µM), inactives show at the highest dose activation of IL-2 secretion, hits mostly activators | primary human leukocytes, anti-CD3, IL-2 HTRF, 48 h | 330,000 tested, under 10 active; further: % of control where 0% means no effect
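HTRF read-out of IL-2 secretion: europium cryptate donor excited at 320nm, d2 acceptor emission at 665nm. Cells were primary human leukocytes incubated 48 hr with compounds and a-CD3 beads, supplying TCR signal only.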
ELG1 DNA repair: qHTS screen for small molecules that inhibit ELG1-dependent DNA repair in human embryonic kidney (HEK293T) cells expressing luciferase-tagged ELG1; HEK293T ELG1-luciferase reporter, luminescence, 16 h; DNA damage induced by 5-fluorouridine; Potency, µM (highest dose often 46.1 µM), without a hit: top-dose activity change, negative = inhibition, hits mostly inhibitors; 330,000 tested, 2.3% active; further: potency means the concentration at half of the fitted maximal effect; on the % scale 0 is the no-effect control and ±100 the full control effect; nearly all actives have a fitted effect of over 55% in size
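DMSO vehicle served as the neutral condition. Each well held 2,000 cells given 5-fluorouridine plus compound; after 16 hr at 37 °C/5% CO2, ONE-Glo was added and luciferase measured 30 min later.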
An asterisk follows results filed as active; ? = inconclusive; nt = not tested or not shown; [ ] = remark or other dose. Unless noted, the call rests on the fitted dose curve; in most records, active means well fitted curve in the direction sought with a large enough effect; inconclusive means small, poorly fitted or top-dose-only effect, or another doubt; inactive means no such curve, though single readings can be large; an effect the other way counts as inactive or inconclusive. Rows were taken by chance; about 3.8% have a hit in one of these screens.

SMILES	BRCA1 expr up	A-T KAP1 phos	MLL CXXC-DNA inh	p53 reactivation	a7 integrin act	PTAP TSG101 blk	B2AR arrestin	TRPV1 ag	TCR activator	ELG1 DNA repair
Cc1[nH]n(-c2ccc(F)cc2)c(=O)c1/C=N/c1sc2c(c1C#N)CCCC2	5.4%	-0.8%	2.3%	-4.7%	5.6%	-2.1%	0.4%	-5.2	0.0%	1.1%
c1ccc(Cc2nn3c(C4COc5ccccc5O4)nnc3s2)cc1 (stereo unspecified)	?	1.9%	-2.1%	-0.1%	-17.2%	-3.3%	-0.5%	?	-6.6%	?
CCCc1cc(-n2ccnc2)n2c(nc3ccccc32)c1C#N	-65.2%	2.7%	?	0.4%	-38.0%	?	0.1%	6.2	4.1%	-0.4%
CC(C)(C)C(=O)Nc1ccccc1C(=O)Nc1ccccn1	-14.0%	2.2%	-3.1%	2.2%	24.5%	0.1%	-0.2%	12.4	-4.7%[46.1 µM]	-0.1%
COc1ccc(OC)c(C(=O)c2ccc(C(=O)Nc3ccc(NC(C)=O)cc3)cc2)c1	-35.5%	-3.0%	8.3%	5.3%	-1.1%	nt	0.4%	-2.5	3.6%	?
O=C(CCN1CCOCC1)Nc1ccc2c(c1)N(C(=O)CN1CCOCC1)c1ccccc1CC2	0.7%	3.9%	-1.6%	-3.2%	-7.3%	-6.6%	-0.3%	0.3	2.3%	-1.2%
COc1cc(OC)cc(-c2c(-c3ccc(F)cc3)c3cc(-c4ccc5c(c4)OCCO5)ccc3n2C)c1	-42.0%	6.9%	nt	2.7%	11.0%	-1.0%	-0.2%	nt	-0.8%	11.1%
O=C(c1cccs1)c1no[n+]([O-])c1C(=O)c1cccs1	-87.1%[inhibitor]	-8.5%	?	18.7%	-53.6%[inhibitor]	0.1%	0.0%	-3.3	-2.0%	?
CC1Cc2nc(SCC(=O)OCc3ccccc3)n(C)c(=O)c2S1 (stereo unspecified)	2.5%	-2.7%	1.1%	-8.4%	-7.7%	-2.7%	-0.3%	-8.0	6.8%	10.4%
O=C(CSc1nc2ccccc2c(=O)n1NC(=O)c1ccccc1)c1ccccc1	82.0%	-1.1%	-2.6%	?	0.0%	-5.7%	0.1%	17.1	0.1%	?
CCc1ccc([C@H]2C(C(=O)O)=C[C@@H](CC3CCCC3)N2S(=O)(=O)c2ccc(C)cc2)cc1	12.7%	14.6%	nt	2.3%	7.2%	-11.5%	-0.8%	nt	3.0%	0.2%
COc1ccccc1N(C)S(=O)(=O)c1ccc(C(=O)NCC2CCCCC2)cc1	-35.2%	8.4%	nt	?	-59.0%[inhibitor]	-3.9%	1.0%	?	-3.2%	?
CCn1c(Cc2ccccc2)nnc1SCC(=O)Nc1ccc(N)cc1	12.4%	3.0%	-2.4%	7.9%	35.2%	-0.1%	0.0%	0.1	nt	-11.3%
O=C(N/N=C/c1ccccc1C(=O)O)C(=O)N1CCCCC1	28.4%	2.3%	5.9%	4.0%	?	0.0%	0.1%	1.8	5.0%	-11.7%
CCOC(=O)CNC(=O)c1cccs1	6.3%	-7.7%	-2.4%	-2.0%	8.4%	-5.9%	-0.2%	-1.3	0.8%[46.1 µM]	5.5%
Nc1cc(SCc2ccc([N+](=O)[O-])cc2)ncn1	9.9%	nt	nt	nt	-0.4%	2.6%	nt	nt	-4.6%	nt
O=c1[nH]ncc2c3ccccc3n(Cc3ccccc3)c12	-20.8%	2.6%	13.1%	6.2%	-33.9%	-3.5%	-0.8%	nt	-27.5%	-7.3%
CCN(CC)CCN1C(=O)C(=O)/C(=C(/O)c2ccc(S(=O)(=O)N3CCOCC3)cc2)C1c1ccc(C)cc1 (stereo unspecified)	0.5%	9.6%	0.1%	6.8%	24.7%	1.6%	-0.1%	-3.1	-1.0%	8.0%
CC(C)NC(=S)N/N=C/c1ccccc1[N+](=O)[O-]	-2.9%	-0.8%	-0.1%	6.8%	10.6%	0.1%	1.0%	9.9	-3.6%	-16.5%
CC1CCN(C(=O)CSc2nc3ccccc3c(=O)n2Cc2ccc3c(c2)OCO3)CC1	0.8%	1.7%	-2.7%	-0.9%	-0.8%	-2.2%	-0.3%	81.9*	-3.8%	?
Cc1cc(C)c2c(N)c(C(=O)Nc3cccc(C)c3C)sc2n1	1.8%	-5.9%	16.9%	20.7%	-50.4%[inhibitor]	-3.7%	-1.1%	3.1	2.5%	-28.6%
O=[N+]([O-])c1cc([N+](=O)[O-])c(Oc2cncc(Cl)c2)cc1NN1CCCCC1	12.7%	9.6%	3.8%	13.7%	18.7%	-7.6%	-0.8%	?	-3.3%	?
CCCN(Cc1ccccc1)C(=O)Nc1ccc2c(c1)nnn2C	?	-11.6%	-5.0%	?	-8.1%	-4.3%	-0.1%	nt	-7.3%	?
CCOc1ccccc1-n1c(SCC(=O)N2CCCC2)nnc1-c1ccc(O)cc1	-3.8%	nt	1.0%	nt	-29.8%	-1.3%	nt	-0.7	nt	nt
CCOc1ccc(/C=N/NC(=O)c2cccc3ccccc23)c(OCC)c1	-32.5%	-1.4%	-7.0%	5.1%	14.8%	-7.0%	-0.1%	1.6	-11.5%	3.6%
Cn1c(C(=O)N2CCCC(C(=O)NCCCc3ccccc3)C2)cc2sccc21 (stereo unspecified)	-31.0%	-8.2%	4.8%	-9.9%	-3.6%	-2.3%	0.3%	18.2	-6.9%	0.0%
CSc1ncnc2c1ncn2CC(=O)C1CCC2C3CCC4=CC(=O)CCC4(C)C3CCC12C (stereo unspecified)	-91.6%[inhibitor]	nt	nt	nt	-13.1%	-3.8%	nt	nt	1.0%	nt
CCOC(=O)N1CCN(C(=O)c2ccc3[nH]c(C)c(C)c3c2)CC1	-0.7%	-6.6%	nt	-7.5%	7.2%	-3.3%	-0.9%	nt	0.9%	0.0%
COc1ccc(-c2csc(Nc3ccc(S(N)(=O)=O)cc3)n2)cc1OC	-11.3%	2.9%	17.3%	-6.7%	-5.6%	-13.7%	0.0%	-6.9	-12.1%	?
Nc1cc(S(=O)(=O)N2CCOCC2)ccc1N1CCCCC1	-5.0%	-12.3%	nt	-6.8%	-24.7%	-4.4%	-0.1%	nt	-9.7%[46.1 µM]	-15.4%
CCC(=O)Nc1ccc(NC(=S)NC(=O)/C=C/c2ccco2)cc1	-21.6%	-14.4%	-5.8%	nt	-24.3%	-4.4%	-0.3%	-0.2	-0.1%	-29.4%
CCOc1ccc(-n2ccc(=O)c(C(=O)O)n2)cc1	0.0%	-5.7%	-9.2%	5.2%	-20.3%	-6.0%	0.1%	2.3	2.7%	7.9%
COc1ccc(CNC(=O)CCCn2nc(C)c([N+](=O)[O-])c2C)cc1	-2.1%	-9.3%	2.8%	-3.0%	-11.0%	-10.1%	-0.6%	2.2	-6.3%[46.1 µM]	7.2%
CCOC(=O)c1c(C)[nH]c(C(=O)COC(=O)c2ccccn2)c1C	0.6%	-2.3%	-1.8%	3.3%	18.8%	-9.8%	-0.7%	-1.1	1.8%	3.6%
C/C(=N\NC(=O)c1cccc(S(=O)(=O)N2CCCC2)c1)c1ccccc1F	83.5%	-9.2%	nt	5.9%	-1.4%	1.1%	-0.9%	?	-2.4%	?
CCCCOC(=O)c1ccc(N/C(=N\S(=O)(=O)c2ccccc2)c2ccccc2)cc1	-11.1%	-2.3%	6.6%	-11.9%	14.9%	-0.5%	7.0%	1.1	6.0%[46.1 µM]	?
COc1ccc(OC)c(Nc2nc(-c3sc(N)nc3C)cs2)c1	-53.7%	-0.7%	18.5%	-13.6%	-14.3%	-3.0%	0.2%	-0.3	7.4%	11.6µM*
COc1ccc(CN2CC(C(=O)NCCCN3CCN(C)CC3)CC2=O)cc1 (stereo unspecified)	1.8%	4.9%	1.2%	-1.9%	?	-3.6%	-0.1%	0.8	-1.9%	?
CCOc1ccc(NC(=O)C2CCN(S(=O)(=O)c3c(C)noc3C)CC2)cc1	24.6%	-2.4%	9.0%	-0.7%	14.0%	-5.4%	0.2%	19.1	1.7%	19.3%
COc1ccc([C@H]2CC(=O)C=C(c3cccc(C(C)C)c3)C2)cc1	-20.5%	20.6%	nt	19.0%	-13.4%	-3.0%	0.5%	?	4.0%	9.7%

Assay outcomes (PubChem BioAssay)
